NSD2 inh: blocks human NSD2 histone methyltransferase activity. AID 624260. NSD2-SET H3K36me1 DELFIA fluorescence, biochemical. 0.07% of 44,000 active. inhibition, % at 12.5 µM; in the data active means inhibition above about 54%, passing the limit was not always enough; inconclusive means no clear call, values can overlap the other calls;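 further: inhibitors reduce the monomethyl H3K36 fluorescence signal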
Target sequence (O96028 whole entry, looked up): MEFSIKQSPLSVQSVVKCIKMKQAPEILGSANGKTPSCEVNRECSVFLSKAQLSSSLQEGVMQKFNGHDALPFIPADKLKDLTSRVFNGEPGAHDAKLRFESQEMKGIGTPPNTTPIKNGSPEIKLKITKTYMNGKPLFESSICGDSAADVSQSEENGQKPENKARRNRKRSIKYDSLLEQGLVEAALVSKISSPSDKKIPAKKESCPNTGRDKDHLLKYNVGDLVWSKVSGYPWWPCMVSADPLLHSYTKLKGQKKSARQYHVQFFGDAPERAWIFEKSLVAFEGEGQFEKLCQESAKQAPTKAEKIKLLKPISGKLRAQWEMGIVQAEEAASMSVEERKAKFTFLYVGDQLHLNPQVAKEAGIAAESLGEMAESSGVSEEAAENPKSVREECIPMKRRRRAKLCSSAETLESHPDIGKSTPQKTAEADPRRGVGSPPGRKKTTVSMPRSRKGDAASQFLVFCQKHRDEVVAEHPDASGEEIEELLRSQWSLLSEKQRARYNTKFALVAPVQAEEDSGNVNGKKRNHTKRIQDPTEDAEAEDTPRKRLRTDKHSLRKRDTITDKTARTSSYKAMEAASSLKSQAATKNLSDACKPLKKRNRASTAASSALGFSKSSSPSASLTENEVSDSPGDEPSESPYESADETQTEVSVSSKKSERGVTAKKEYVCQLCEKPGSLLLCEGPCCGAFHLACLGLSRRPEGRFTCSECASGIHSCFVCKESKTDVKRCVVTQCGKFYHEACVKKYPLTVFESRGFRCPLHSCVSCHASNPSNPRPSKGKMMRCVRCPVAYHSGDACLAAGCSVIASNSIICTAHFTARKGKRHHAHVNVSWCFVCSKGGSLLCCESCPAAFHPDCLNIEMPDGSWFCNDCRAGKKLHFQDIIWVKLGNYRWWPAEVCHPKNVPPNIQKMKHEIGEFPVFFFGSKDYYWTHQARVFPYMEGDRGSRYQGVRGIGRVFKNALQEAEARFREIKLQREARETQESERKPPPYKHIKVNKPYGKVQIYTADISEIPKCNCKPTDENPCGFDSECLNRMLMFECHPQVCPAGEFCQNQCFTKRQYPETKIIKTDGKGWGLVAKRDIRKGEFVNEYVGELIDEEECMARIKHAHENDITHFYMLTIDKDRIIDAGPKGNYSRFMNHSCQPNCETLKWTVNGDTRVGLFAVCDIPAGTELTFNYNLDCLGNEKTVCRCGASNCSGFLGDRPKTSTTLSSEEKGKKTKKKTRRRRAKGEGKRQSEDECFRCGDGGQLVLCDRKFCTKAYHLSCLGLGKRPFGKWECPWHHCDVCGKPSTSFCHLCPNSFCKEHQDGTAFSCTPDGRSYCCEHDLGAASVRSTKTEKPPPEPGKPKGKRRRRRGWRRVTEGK
An asterisk follows results filed as active; ? = inconclusive.

| SMILES | NSD2 inh |
| --- | --- |
| Cc1cc(C(=O)NNCc2ccccc2)no1 | -1 |
| O=C(NCc1ccccc1)C1=C[C@H](c2coc3ccccc3c2=O)C[C@H](OCc2ccc(CO)cc2)O1 | 16 |
| CC(C)C#Cc1cnc2c(c1)C(=O)N([C@@H](C)CO)C[C@H](C)[C@@H](CN(C)C(=O)c1ccccn1)O2 | 5 |
| C[C@H](CO)N1C[C@H](C)[C@H](CN(C)Cc2ccccc2)Oc2ccc(NS(C)(=O)=O)cc2C1=O | 1 |
| O=C1CCCC(=O)C1CC1C(=O)CCCC1=O | 9 |
| CN1N=C2c3ccccc3CCCC2C1c1cccs1 (stereo not drawn) | -3 |
| C[C@@H]1CN([C@H](C)CO)C(=O)Cc2cc(NS(C)(=O)=O)ccc2O[C@H]1CN(C)Cc1ccc(Oc2ccccc2)cc1 | -9 |
| C[C@@H]1CN([C@@H](C)CO)C(=O)c2cc(NC(=O)CCC(F)(F)F)ccc2O[C@@H](C)CCCCO[C@H]1CN(C)C(=O)CCC(F)(F)F | -135 |
| C[C@H]1CN([C@@H](C)CO)C(=O)Cc2cc(NS(=O)(=O)c3cn(C)cn3)ccc2O[C@@H]1CN(C)S(=O)(=O)c1ccccc1 | -4 |
| Cc1noc(C)c1S(=O)(=O)Nc1ccc2c(c1)C(=O)N([C@H](C)CO)C[C@H](C)[C@@H](CN(C)Cc1ccc(C(=O)O)cc1)OCCCC[C@H](C)O2 | -2 |
| C[C@H]1CN([C@@H](C)CO)S(=O)(=O)c2ccc(-c3ccncc3)cc2O[C@H]1CN(C)Cc1ccccc1 | -4 |
| O=C(C[C@@H]1C=C[C@H](NC(=O)CN2CCOCC2)[C@H](CO)O1)NC1CCCCC1 | 2 |
| CC(C)NC(=O)Nc1cccc2c1O[C@H](CN(C)S(C)(=O)=O)[C@@H](C)CN([C@H](C)CO)C2=O | -15 |
| COc1ccc(-c2ccc3c(c2)O[C@H](CN(C)C(C)=O)[C@H](C)CN([C@@H](C)CO)S3(=O)=O)cc1 | -2 |
| C[C@H](CO)N1C[C@H](C)[C@H](CN(C)S(=O)(=O)c2ccc(F)cc2)Oc2ccc(NS(=O)(=O)c3ccc(F)cc3)cc2CC1=O | 2 |
| COC(=O)C[C@H]1C[C@H]2c3cc(NC(=O)Cc4ccncc4)ccc3O[C@H]2[C@H](CO)O1 | 0 |
| C[C@H](CO)N1C[C@H](C)[C@@H](CN(C)Cc2ccc(C(F)(F)F)cc2)Oc2ccc(NC(=O)CCN3CCOCC3)cc2C1=O | -2 |
| Cc1ccc(S(=O)(=O)Nc2cccc3c2O[C@@H](CN(C)Cc2ccc(-c4ccccc4)cc2)[C@H](C)CN([C@H](C)CO)C3=O)cc1 | 6 |
| O=C(C[C@H]1C[C@@H]2c3cc(NC(=O)CC4CC4)ccc3O[C@@H]2[C@@H](CO)O1)NCc1ccc2c(c1)OCO2 | -7 |
| COc1ccc(S(=O)(=O)Nc2ccc3c(c2)C(=O)N([C@H](C)CO)C[C@@H](C)[C@@H](CN(C)C(=O)NC2CCCCC2)O3)cc1 | -8 |
| C[C@@H]1CCCCO[C@H](CN(C)S(=O)(=O)c2ccccc2)[C@H](C)CN([C@@H](C)CO)C(=O)c2cc(NC(=O)c3ccncc3)ccc2O1 | -1 |
| C[C@@H]1CN([C@@H](C)CO)C(=O)c2cc(C#CC3(O)CCCC3)cnc2O[C@H]1CN(C)C(=O)CC1CC1 | 3 |
| CC(C)NC(=O)Nc1cccc2c1O[C@@H](CN(C)Cc1ccc(C(F)(F)F)cc1)[C@H](C)CN([C@@H](C)CO)C2=O | 3 |
| CC(C)CC#Cc1cnc2c(c1)C(=O)N([C@@H](C)CO)C[C@@H](C)[C@@H](CN(C)C(=O)c1cccnc1)O2 | 0 |
| COc1ccc(NC(=O)N(C)C[C@@H]2Oc3ncc(-c4ccc(C#N)cc4)cc3C(=O)N([C@@H](C)CO)C[C@H]2C)cc1 | 1 |
| CNC[C@@H]1Oc2ccc(NC(=O)C3CCCCC3)cc2C(=O)N([C@H](C)CO)C[C@@H]1C | 1 |
| CC(C)CC#Cc1ccc2c(c1)O[C@H](CN(C)Cc1ccncc1)[C@H](C)CN([C@@H](C)CO)S2(=O)=O | 6 |
| C[C@H](CO)N1C[C@H](C)[C@@H](CN(C)S(=O)(=O)c2ccccc2)OCCCC[C@H](C)Oc2ccc(NC(=O)c3ccccc3)cc2C1=O | -1 |
| CC1(C)CC[C@]2(C(=O)OC3OC(CO)C(OC4OC(CO)C(O)C(O)C4O)C(O)C3O)CC[C@]3(C)C(=CCC4[C@@]5(C)CC[C@H](OC6OC(C(=O)O)C(O)C(O)C6O)C(CO)(CO)C5CC[C@]43C)[C@@H]2C1 (stereo partly drawn) | -3 |
| O=C(C[C@H]1C[C@H]2c3cc(NS(=O)(=O)c4ccc(F)cc4)ccc3O[C@H]2[C@@H](CO)O1)N1CCOCC1 | 0 |
| Cc1noc(C)c1S(=O)(=O)Nc1cccc2c1O[C@H](CN(C)C(=O)Nc1ccc(C(F)(F)F)cc1)[C@H](C)CN([C@H](C)CO)C2=O | -7 |
| C[C@@H]1CN([C@H](C)CO)C(=O)c2cc(NC(=O)Cc3ccccc3)ccc2O[C@@H](C)CCCCO[C@H]1CN(C)C(=O)Nc1ccc(F)cc1 | 3 |
| C[C@@H]1CCCCO[C@H](CN(C)C(=O)CCC(F)(F)F)[C@@H](C)CN([C@H](C)CO)C(=O)c2cc(NC(=O)c3ccncc3)ccc2O1 | ? |
| CCC(=O)N(C)C[C@H]1Oc2ncc(C#CC(C)C)cc2C(=O)N([C@@H](C)CO)C[C@@H]1C | -1 |
| COc1ccccc1NC(=O)N(C)C[C@H]1Oc2ncc(Br)cc2C(=O)N([C@@H](C)CO)C[C@H]1C | 2 |
| COc1ccc(CN(C)C[C@H]2OCCCC[C@H](C)Oc3ccc(NC(=O)Nc4ccc(F)cc4)cc3C(=O)N([C@H](C)CO)C[C@@H]2C)cc1 | 4 |
| CC(C)NC(=O)Nc1cccc2c1O[C@H](CN(C)C(=O)Nc1ccccc1)[C@@H](C)CN([C@@H](C)CO)C2=O | 0 |
| COc1ccccc1-c1cnc2c(c1)C(=O)N([C@H](C)CO)C[C@@H](C)[C@H](CN(C)C(=O)c1ccncc1)O2 | -67 |
| COCC#Cc1ccc2c(c1)O[C@@H](CN(C)CC1CCOCC1)[C@H](C)CN([C@@H](C)CO)S2(=O)=O | -4 |
| Cc1ccc(S(=O)(=O)Nc2ccc3c(c2)C(=O)N([C@H](C)CO)C[C@H](C)[C@@H](CN(C)C(=O)c2ccccc2)OCCCC[C@@H](C)O3)cc1 | 2 |
| C[C@H]1CN([C@@H](C)CO)C(=O)Cc2cc(NC(=O)C3CCCCC3)ccc2O[C@H]1CN(C)C(=O)Nc1ccc(F)cc1 | -3 |
| C[C@H]1CN([C@@H](C)CO)C(=O)Cc2cc(NS(=O)(=O)c3cccs3)ccc2O[C@H]1CN(C)S(=O)(=O)c1ccc(Cl)cc1 | -4 |
| CCCN(C)C[C@H]1OCCCC[C@H](C)Oc2ccc(NC(=O)CCC(F)(F)F)cc2C(=O)N([C@H](C)CO)C[C@@H]1C | 1 |
| CC1OC(OC2C(O)C(C)OC(OCC3OC(OC4C(C)OC(Oc5cc(O)c6c(=O)c(O)c(-c7ccc(O)c(O)c7)oc6c5)C(O)C4O)C(O)C(O)C3OC(=O)/C=C/c3ccc(O)cc3)C2O)C(O)C(O)C1O (stereo not drawn) | 0 |
| CC(=O)N(C)C[C@@H]1Oc2ncc(C#Cc3cccnc3)cc2C(=O)N([C@H](C)CO)C[C@H]1C | -3 |
| C/C=C/c1ccc2c(c1)O[C@H](CN(C)C(=O)Nc1ccc(F)cc1)[C@H](C)CN([C@@H](C)CO)S2(=O)=O | -5 |
| C[C@@H]1CCCCO[C@H](CN(C)C(=O)C2CCCCC2)[C@@H](C)CN([C@@H](C)CO)C(=O)c2cc(NS(=O)(=O)c3cn(C)cn3)ccc2O1 | -4 |
| O=C(CCSc1nc(-c2ccco2)cc(C(F)(F)F)n1)NCCc1ccccc1 | -2 |
| C[C@@H]1CN([C@@H](C)CO)C(=O)Cc2cc(NS(C)(=O)=O)ccc2O[C@H]1CN(C)C(=O)Nc1ccc(F)cc1 | 12 |
| C[C@@H]1CN([C@H](C)CO)C(=O)c2cccc(NC(=O)Nc3ccccc3)c2O[C@H]1CN(C)Cc1ccc(C(F)(F)F)cc1 | -10 |

Continuation:
| SMILES | NSD2 inh |
| --- | --- |
| C[C@@H]1CN([C@H](C)CO)C(=O)c2cc(NC(=O)CCN3CCOCC3)ccc2O[C@H]1CN(C)Cc1ccc(C(F)(F)F)cc1 | 0 |
| COC(=O)CCCCCCC(=O)N/N=C/c1cc(Br)cc(Br)c1O | 0 |
| Cc1ccc(S(=O)(=O)N(C)C[C@@H]2OCCCC[C@@H](C)Oc3ccc(NC(=O)Nc4c(C)noc4C)cc3C(=O)N([C@H](C)CO)C[C@H]2C)cc1 | -4 |
| CO[C@@H](CN(C)S(=O)(=O)c1cccc(Cl)c1)[C@@H](C)CN([C@@H](C)CO)S(=O)(=O)c1ccc(Cl)cc1 | 2 |
| C[C@H](CO)N1C[C@H](C)[C@@H](CN(C)Cc2ccc(Oc3ccccc3)cc2)Oc2ccc(NC(=O)Cn3cnnn3)cc2CC1=O | -1 |
| COc1ccc(NC(=O)Nc2cccc3c2O[C@H](CN(C)S(=O)(=O)c2ccccc2)[C@H](C)CN([C@@H](C)CO)C3=O)cc1 | -8 |
| C[C@@H]1CCCCO[C@H](CN(C)S(=O)(=O)c2ccccc2)[C@@H](C)CN([C@H](C)CO)C(=O)c2cc(NC(=O)CCCN(C)C)ccc2O1 | 3 |
| C[C@@H]1CN([C@@H](C)CO)C(=O)c2cc(NC(=O)NC3CCCCC3)ccc2O[C@@H]1CN(C)C(=O)NC1CCCCC1 | -1 |
| CCOC(=O)[C@H](Cc1ccccc1)NC(=O)Cn1cc(COc2ccccc2/C=C(C)/C=C/C(=O)NO)nn1 | 1 |
| C[C@H](CO)N1C[C@H](C)[C@H](CN(C)Cc2ccc(Cl)c(Cl)c2)Oc2c(NC(=O)c3nc4ccccc4s3)cccc2C1=O | -4 |

Two consecutive records already listed, quoted:
| SMILES | NSD2 inh |
| --- | --- |
| CCOC(=O)[C@H](Cc1ccccc1)NC(=O)Cn1cc(COc2ccccc2/C=C(C)/C=C/C(=O)NO)nn1 | 1 |
| C[C@H](CO)N1C[C@H](C)[C@H](CN(C)Cc2ccc(Cl)c(Cl)c2)Oc2c(NC(=O)c3nc4ccccc4s3)cccc2C1=O | -4 |

(more compounds)
| SMILES | NSD2 inh |
| --- | --- |
| Cc1ccc(S(=O)(=O)Nc2ccc3c(c2)CC(=O)N([C@@H](C)CO)C[C@H](C)[C@H](CN(C)Cc2ccc(Oc4ccccc4)cc2)O3)cc1 | 0 |
| C[C@H](CO)N1C[C@H](C)[C@@H](CN(C)Cc2ccncc2)Oc2c(NC(=O)c3nc4ccccc4s3)cccc2C1=O | -1 |
| C[C@H](CO)N1C[C@H](C)[C@H](CN(C)Cc2ccncc2)Oc2c(NC(=O)c3ccncc3)cccc2C1=O | 1 |
| COc1ccc(S(=O)(=O)Nc2cccc3c2O[C@H](CN(C)S(C)(=O)=O)[C@H](C)CN([C@H](C)CO)C3=O)cc1 | 6 |
| C[C@H](CO)N1C[C@H](C)[C@H](CN(C)Cc2cccnc2)Oc2ncc(-c3cccc(C#N)c3)cc2C1=O | -3 |
| C[C@@H]1CCCCO[C@@H](CN(C)Cc2ccccc2)[C@@H](C)CN([C@H](C)CO)C(=O)c2cc(NC(=O)c3ccccc3)ccc2O1 | 2 |
| O=C(CCCCC(=O)NN=C1CCCCCCC1)NO | -3 |
| COc1ccccc1CNC(=O)C[C@H]1C[C@H]2c3cc(NC(=O)Nc4ccc(C(F)(F)F)cc4)ccc3O[C@H]2[C@@H](CO)O1 | -10 |
| C[C@H](CO)N1C[C@H](C)[C@@H](CN(C)CC2CCCCC2)Oc2ccc(N(C)C)cc2CC1=O | -3 |
| COc1ccc(S(=O)(=O)Nc2ccc3c(c2)C(=O)N([C@@H](C)CO)C[C@@H](C)[C@@H](CN(C)Cc2ccncc2)OCCCC[C@H](C)O3)cc1 | -2 |
| O=C(CCCCCC(=O)N/N=C/c1cc(Cl)cc(Cl)c1O)NO | -8 |
| C[C@@H]1CN([C@@H](C)CO)C(=O)c2cccc(N(C)C)c2O[C@H]1CN(C)Cc1ccc2c(c1)OCO2 | 23 |
| C[C@H](CO)N1C[C@H](C)[C@@H](CN(C)S(C)(=O)=O)Oc2ccc(NC(=O)CCN3CCOCC3)cc2C1=O | 2 |
| C[C@@H]1CN([C@H](C)CO)C(=O)c2cccc(NC(=O)c3ccncc3)c2O[C@H]1CN(C)Cc1ccc(Oc2ccccc2)cc1 | 11 |
| C[C@H](CO)N1C[C@H](C)[C@H](CN(C)Cc2ccncc2)Oc2ccc(NC(=O)Nc3ccc(C(F)(F)F)cc3)cc2C1=O | -4 |
| CNC[C@H]1Oc2ccc(NC(=O)Nc3ccccc3)cc2C(=O)N([C@@H](C)CO)C[C@@H]1C | -2 |
| O=C(N[C@@H]1C=C[C@H](CC(=O)N2CCOCC2)O[C@@H]1CO)c1ccc2c(c1)OCO2 | 3 |
| O=C(O)C[C@@H]1CC[C@@H](NC(=O)c2ccccc2F)[C@@H](CO)O1 | -1 |
| C[C@@H]1CCCCO[C@@H](CN(C)C(=O)Nc2ccc3c(c2)OCO3)[C@@H](C)CN([C@@H](C)CO)C(=O)c2cc(NC(=O)Nc3ccc(C(F)(F)F)cc3)ccc2O1 | -1 |
| Cc1noc(C)c1S(=O)(=O)Nc1ccc2c(c1)CC(=O)N([C@H](C)CO)C[C@H](C)[C@H](CN(C)S(C)(=O)=O)O2 | 5 |
| CC(Cc1ccccc1)(NC(=O)CN)c1ccccc1 (stereo not drawn) | -1 |

Part of the list above, as labelled records.
C[C@@H]1CN([C@@H](C)CO)C(=O)c2cccc(N(C)C)c2O[C@H]1CN(C)Cc1ccc2c(c1)OCO2
  NSD2 inh = 23
C[C@H](CO)N1C[C@H](C)[C@@H](CN(C)S(C)(=O)=O)Oc2ccc(NC(=O)CCN3CCOCC3)cc2C1=O
  NSD2 inh = 2
C[C@@H]1CN([C@H](C)CO)C(=O)c2cccc(NC(=O)c3ccncc3)c2O[C@H]1CN(C)Cc1ccc(Oc2ccccc2)cc1
  NSD2 inh = 11

Assay outcomes (PubChem)

The list is partial; count on the stated rates, not on these rows.
